# DNMT1 block: human DNMT1 methyltransferase inhibitors, primary screen, biochemical, molecular beacon, fluorescence, HinP1I cleavage, uHTS | DNA (cytosine-5)-methyltransferase 1 (Homo sapiens), P26358 | inhibition (reported as % activation of signal), % at 10 µM | 360,000 compounds, 0.83% hits | AID 588458, 2011; in the data active means inhibition above about 50%
# LMPTP block: LMPTP phosphatase inhibitors, primary screen, biochemical, fluorescence intensity, uHTS; Low molecular weight phosphotyrosine protein phosphatase (Homo sapiens), P24666; recombinant LMPTP-A, OMFP fluorogenic substrate; inhibition, % at 20 µM; 360,000 compounds, 0.22% hits; AID 651560, 2012;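 active means compounds that cut the enzyme signal by at least half of the control window in the single-dose screen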;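 further: plate controls were DMSO wells with enzyme plus substrate for no effect and substrate without enzyme for full effect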
# Target sequence (P24666 whole entry, looked up): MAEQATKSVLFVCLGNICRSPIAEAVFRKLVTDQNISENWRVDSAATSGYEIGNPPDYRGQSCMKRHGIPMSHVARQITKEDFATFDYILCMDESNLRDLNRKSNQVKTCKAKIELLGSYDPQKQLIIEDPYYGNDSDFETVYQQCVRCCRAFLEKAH
#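 Test system: LMPTP-A phosphatase enzyme. Amount: LMPTP-A at 0.625 nM final in the reaction. Reagent: OMFP substrate, 400 µM final. Times: 50 min at room temperature. Signal: endpoint fluorescence intensity from OMFP dephosphorylation. Read-out basis: % inhibition. Benchmarks: no-enzyme and uninhibited controls.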
# STEP inh: STEP phosphatase inhibitors, primary screen, biochemical, fluorescence intensity, uHTS; Tyrosine-protein phosphatase non-receptor type 5 (Homo sapiens), P54829; recombinant STEP, OMFP fluorogenic substrate; inhibition, % at 20 µM; 360,000 compounds, 0.25% hits;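 active means inhibition at 20 µM, scaled per plate between control wells, above about 37%, limit read from the data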;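 further: 0% = DMSO with enzyme and substrate and 100% = substrate only without enzyme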
#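 System: STEP (striatal-enriched tyrosine phosphatase) enzyme, cell-free; medium: Bis-Tris pH 6.0 buffer with DTT, detergent; dosing: 20 µM, 1% DMSO; times: reaction 20 min, ambient temperature; detection: fluorescence, 480/540 nm; read-out basis: normalized % inhibition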
# CSN inh: inhibitors of CSN-mediated cullin deneddylation, primary screen, biochemical, fluorescence polarization, uHTS; COP9 signalosome complex subunit 5 (Homo sapiens), Q92905; Purified CSN, SCF-Nedd8-OG deneddylation; inhibition, % at 12.5 µM; 360,000 compounds, 0.38% hits; AID 651999, 2013;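 active means pattern-corrected inhibition above about 35%, with an unprinted fluorescence ratio check between 0.5 and 1.5, limit read from the data, passing the limit was not always enough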;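 further: 0% = enzyme with substrate and 100% = substrate without enzyme; some results filed as inactive read as strong as hits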
#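 Material: human Csn5 produced in HEK293T cells; Input: enzyme 0.24 nM; Reagent: SCFSkp2-Nedd8OG substrate at 10 nM final; Dosing: 12.5 µM compound; Incubation: 90 min reaction at room temperature; Detection: fluorescence polarization of the substrate; Evaluation: % inhibition of substrate cleavage by Csn5; Control set: substrate-only high control, full reaction low control.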
# Scp-1 inhibitor: Scp-1 phosphatase inhibitors, primary screen, biochemical, colorimetric, uHTS; Recombinant Scp1, phosphopeptide, malachite green phosphate absorbance; 340,000 compounds, 0.88% hits; inhibition, % at 20 µM;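 active means inhibition above about 50% at 20 µM, limit read from the data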;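 further: plate controls were DMSO wells with enzyme for no effect and wells lacking enzyme for full effect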
# Target sequence (Q9GZU7 76-261 limits assumed): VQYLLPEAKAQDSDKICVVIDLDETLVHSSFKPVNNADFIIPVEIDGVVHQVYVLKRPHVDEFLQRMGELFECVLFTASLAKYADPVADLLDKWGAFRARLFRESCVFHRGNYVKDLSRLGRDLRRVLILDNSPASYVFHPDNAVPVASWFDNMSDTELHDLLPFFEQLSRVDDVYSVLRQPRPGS
#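 Test system: SCP-1 phosphatase catalytic domain, residues 76-261; measured by: colorimetric phosphate reagent with accelerator and stabiliser, absorbance at 630 nm; timing: enzyme reaction 45 min at room temperature, colour 5 min, stabilisation 30 min; also added: Phosphorylated 17-residue peptide substrate; compound dosing: one concentration, 20 µM, with 1.0% DMSO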
# Rin1 Abl inh: inhibitors of Rin1-Abl protein binding, primary screen, biochemical, TR-FRET | inhibition, % at 7.35 µM | 360,000 compounds, 0.4% hits | AID 588664, 2011; in the data active means inhibition above about 5%, passing the limit was not always enough
# NadD block: inhibitors of S. aureus NadD, primary screen, biochemical, colorimetric, uHTS; Nicotinate-nucleotide adenylyltransferase NadD (Staphylococcus aureus N315); purified NadD enzyme, colorimetric absorbance read-out; inhibition, % at 20 µM; 360,000 compounds, 0.78% hits; in the data active means inhibition above about 26%; further: some compounds past the cut are filed as inactive
# Rpn11 inh: Rpn11 (PSMD14) deubiquitinase inhibitors, primary screen, biochemical, fluorescence polarization, uHTS | calls only at 20 µM | 360,000 compounds, 0.59% hits | 26S proteasome non-ATPase regulatory subunit 14 (Homo sapiens), O00487 | human 26S proteasome, Ub4-pepOG fluorescence polarization; 20S core pre-blocked with epoxomicin;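 active means inhibition at 20 µM, scaled to each plate's controls, above about 33%, limit read from the data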
# Target sequence (O00487 whole entry, looked up): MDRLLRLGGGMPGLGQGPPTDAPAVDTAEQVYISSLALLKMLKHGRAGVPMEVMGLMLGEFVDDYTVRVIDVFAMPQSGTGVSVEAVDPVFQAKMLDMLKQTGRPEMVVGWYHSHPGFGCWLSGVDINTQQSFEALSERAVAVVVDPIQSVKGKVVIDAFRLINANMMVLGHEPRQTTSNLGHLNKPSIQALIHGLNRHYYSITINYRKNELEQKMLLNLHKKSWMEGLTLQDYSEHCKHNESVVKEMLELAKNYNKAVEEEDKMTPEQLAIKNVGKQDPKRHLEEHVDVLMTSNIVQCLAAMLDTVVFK
# SUMO1 PPI mod: modulators of SUMO1 protein-protein interactions, primary screen, biochemical, uHTS; 360,000 compounds, 0.33% hits; inhibition, % at 20 µM; SUMO1 binding to a labelled peptide, TR-FRET, 1 h; Small ubiquitin-related modifier 1 (Homo sapiens), P63165; in the data active means inhibition above about 37%
# Target sequence (P63165 whole entry, looked up): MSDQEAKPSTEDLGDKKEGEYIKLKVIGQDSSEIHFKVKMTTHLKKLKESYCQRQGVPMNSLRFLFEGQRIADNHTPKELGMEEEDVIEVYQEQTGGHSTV
# Neddylation inh: inhibitors of cullin neddylation, primary screen, biochemical, TR-FRET, uHTS, NAE and Ubc12; NEDD8-conjugating enzyme Ubc12 (Homo sapiens) + NEDD8-activating enzyme E1 regulatory …; calls only at 25 µM; 360,000 compounds, 0.58% hits; in the data active means inhibition above about 36%
# * = called active by the depositor; i = inactive; · = no result given.
nr	Compound	DNMT1 block	SUMO1 PPI mod	NadD block	Rpn11 inh	STEP inh	Rin1 Abl inh	Scp-1 inhibitor	Neddylation inh	CSN inh	LMPTP block
1	CCOc1ccc(Cc2n[nH]c(=S)n2N)cc1	-5	2	5	i	3	-4	-3	i	-6	-2.3
2	CC(=O)NC1c2ccccc2C(=O)N1Cc1ccccc1 (stereo not drawn)	2	1	-1	i	-3	-1	-2	i	-2	-3.0
3	COc1c2ccoc2c(OC)c2oc(=O)ccc12	0	-14	7	i	1	0	12	i	4	-0.1
4	COc1cc(S(=O)(=O)N2CCOCC2)c(OC)c(S(=O)(=O)N2CCOCC2)c1	1	-1	-4	i	1	4	-4	i	3	-0.9
5	O=C(O)c1ccc(CNC(=O)c2ccccc2NC(=O)c2cccc([N+](=O)[O-])c2)cc1	0	-13	-3	i	1	-1	-1	i	-5	-0.7
6	O=C(N/N=C/c1cccnc1)c1cc(-c2cccs2)nc2ccccc12	-5	-13	11	i	-1	0	5	·	2	0.5
7	Cc1ccc(NC(=O)CSc2nsc(SCC(=O)Nc3ccc(C)cc3C)c2C#N)c(C)c1	52*	-1	-1	i	-1	4	-3	i	5	-1.5
8	CN(C)c1nc(N(C)C)nc(N2CC(CCl)OC2=N)n1 (stereo not drawn)	0	1	1	i	-2	-1	-3	i	-2	0.6
9	CCOc1cc(CNn2cnnc2SCC(=O)NC(C)(C)C)ccc1OCC(=O)NC(C)(C)C	1	5	0	i	1	-3	-7	i	-10	-0.3
10	CSc1ccccc1NC(=O)COC(=O)c1c[nH]c(=O)[nH]c1=O	4	-5	-4	i	1	2	1	i	5	-1.0
11	Cc1c(C)c2ccc(OCC(=O)N3CCOCC3)c(C)c2oc1=O	-1	2	-5	i	-3	6	-9	·	4	-0.7
12	C=CCn1c(SCc2cccc(OC)c2)nnc1-c1ccncc1	7	-2	-4	i	-1	0	6	i	8	-1.2
13	CC1C(=O)N2CCCc3cc(S(=O)(=O)N(C)Cc4ccccc4)cc1c32 (stereo not drawn)	0	1	-3	i	-2	3	-9	i	3	0.6
14	O=C(c1cccs1)N1CCCc2ccccc21	3	-2	-6	i	-5	-1	0	i	8	-2.1
15	O=C(Oc1ccc2ccccc2c1)c1cncc(Br)c1	-3	1	2	i	-2	-1	-5	i	2	-0.9
16	O=c1c2ccccc2nc(SCc2cn3ccsc3n2)n1-c1ccc(F)cc1	-5	0	8	i	-9	3	6	i	-1	1.3
17	COc1ccc(CC(=O)Oc2ccc(Br)cc2F)cc1S(=O)(=O)N1CCOCC1	1	9	-4	i	-2	2	-7	i	-4	-0.8
18	Cc1ccc(NC(=O)CCN2C(=O)C3CCCCC3C2=O)cc1[N+](=O)[O-] (stereo not drawn)	-1	-10	0	i	1	-1	-3	i	4	-0.3
19	CC1=Nn2c(nc(-c3ccccc3)c2-c2ccccc2)NC(=O)C1Br (stereo not drawn)	-16	3	6	i	-1	-3	-5	i	2	-1.4
20	CCCn1c(=NC(=O)CCS(=O)(=O)c2ccccc2)sc2cc(S(N)(=O)=O)ccc21	3	7	4	i	-4	1	4	i	3	-0.8

# New compounds follow
nr	Compound	DNMT1 block	SUMO1 PPI mod	NadD block	Rpn11 inh	STEP inh	Rin1 Abl inh	Scp-1 inhibitor	Neddylation inh	CSN inh	LMPTP block
21	CC(=O)Nc1cccc(-c2ccnc3c2CC(C)(C(=O)NCc2ccco2)O3)c1 (stereo not drawn)	0	1	-2	i	1	-4	·	i	-4	-0.5
22	CCN(CC(=O)Nc1ccccc1OC)CC(=O)Nc1ccccc1-c1ccccc1	0	6	-4	i	-1	4	-7	i	-2	-1.8
23	CCOC(=O)CNC(=O)Cn1cnc2c(nnn2-c2cccc(OC)c2)c1=O	2	5	-5	i	2	-1	-10	i	7	-2.1
24	O=C(CCCCCCN1C(=O)c2ccccc2C1=O)Nc1nccs1	0	-10	-1	i	-1	0	-7	i	-2	-0.1
25	CCOc1ccc(NC(=O)CCN2CCN(S(=O)(=O)c3cc(Cl)ccc3OC)CC2)cc1	-2	5	-4	i	2	-1	-2	i	-1	-1.7
26	CN(C)C(=O)c1cn(-c2ccccc2)nc1-c1cccs1	6	-1	-7	i	3	-3	-5	i	1	-0.6
27	NS(=O)(=O)c1ccc(N2N=C(c3ccccc3)CC2c2cccc(Cl)c2)cc1 (stereo not drawn)	-12	-4	10	i	2	-3	-1	·	-1	4.8
28	Cn1c(/N=C/c2ccc3c(c2)OCO3)nc2ccccc21	11	1	-3	i	-3	-1	-6	i	-4	-0.5
29	CCOc1ccc(N=C2NC(=O)S/C2=C\c2ccc(OC)cc2)cc1	64*	-4	-5	·	16	1	61*	i	1	44
30	CCCC1CC(c2csc(N)n2)CCO1 (stereo not drawn)	0	0	9	i	2	5	3	i	-2	-0.2
31	O=C(c1ccc(Oc2ccc([N+](=O)[O-])cc2Cl)cc1)N1CCCC1	-1	-27	-2	i	0	4	-3	i	0	0.3
32	CC(C)[C@@H]1Cc2[nH][nH]c(=O)c2[C@H](C(C)C)O1	·	6	-4	·	·	·	·	i	-5	-2.1
33	CN(CC(=O)Nc1ccccc1Br)C(=O)c1ccncc1	0	-39	2	i	-4	0	-4	i	-5	-11
34	Cc1ccc(Oc2ccccc2NC(=O)C2=COCCO2)cc1	-1	9	-8	i	2	2	-2	i	-5	-0.5
35	O=C(c1ccco1)N1CCCC(c2nc3c(nnn3Cc3ccccc3)c(=O)[nH]2)C1 (stereo not drawn)	-1	-1	-2	i	-1	2	-2	i	1	-0.3
36	Cc1cc(C)c(C#N)c(SCC(=O)Nc2ccc(S(=O)(=O)Nc3onc(C)c3C)cc2)n1	2	10	-6	i	0	-1	-15	i	-6	-0.5
37	CC1CN(c2oc(Cc3cccc4ccccc34)nc2C#N)CC(C)O1 (stereo not drawn)	-1	1	-5	i	12	-2	-5	i	-2	1.6
38	COc1cccc(C2C(C(=O)c3cccs3)=C(O)C(=O)N2CCN2CCOCC2)c1 (stereo not drawn)	1	-1	4	i	0	1	-1	i	-1	-1.0
39	CCC1(C)NC(=O)N(CC(=O)N2CCC(Cc3ccccc3)CC2)C1=O (stereo not drawn)	-9	-61	5	i	-5	3	-10	i	-6	-9.7
40	CCN(CC(=O)Nc1ccccc1C(F)(F)F)C(=O)CN1C(=O)NC(C)(c2ccc3ccccc3c2)C1=O (stereo not drawn)	-3	-9	5	i	-2	-1	-13	i	-6	-9.7

# (continued)
nr	Compound	DNMT1 block	SUMO1 PPI mod	NadD block	Rpn11 inh	STEP inh	Rin1 Abl inh	Scp-1 inhibitor	Neddylation inh	CSN inh	LMPTP block
41	O=C(Cc1n[nH]c(=O)c2ccccc12)OCC(=O)N(Cc1ccccc1)Cc1ccccc1	-2	2	-3	i	7	1	-4	i	-1	0.2
42	CC12CCC(C(=O)Nc3nc4ccccc4s3)(OC1=O)C2(C)C (stereo not drawn)	2	-2	-4	i	4	0	-10	i	-5	-1.0
43	Cc1ccsc1C(=O)NN=C1CCCCCC1	1	1	-4	i	-1	0	1	i	-1	1.6
44	O=C(Cc1ccc(Cl)cc1)NCc1nc(-c2ccccc2)no1	0	2	-9	i	0	-3	·	i	-3	-1.2
45	COc1ccccc1C(=O)COC(=O)CSCC(=O)Nc1cc(C)on1	1	-1	-2	i	-3	-2	-3	i	4	0.0
46	COc1cc(CNC2CCCCCCC2)c(Br)cc1OCCO	0	3	-10	i	0	0	-5	i	-1	-1.1
47	CCOc1cc(NC(=S)NCC2CCCO2)c(OCC)cc1NC(=O)CC(C)C (stereo not drawn)	-5	-2	-1	i	1	3	2	i	-7	-1.6
48	COC(=O)c1c(NC(C)=O)sc(C(=O)Nc2ccccc2C)c1C	-3	0	7	i	1	2	-3	i	2	-1.5
49	O=c1c2ccccc2ncn1CCc1ccncc1	-1	-5	-6	i	0	2	5	i	0	-1.7
50	COCC(C)n1c(C)cc(C(=O)CSc2ccc(NC(C)=O)cc2)c1C (stereo not drawn)	-4	0	-5	i	-1	1	-10	i	-2	-0.3
51	O=C(COC(=O)COc1ccccc1[N+](=O)[O-])Nc1ccc2c(c1)OCO2	1	-6	0	i	-2	-1	6	i	1	2.5
52	OC[C@@H]1CN(Cc2ccc(Cl)cc2)C[C@H](n2cnc3c(NCc4ccncc4)ncnc32)O1	1	-6	-6	i	-4	7.3*	·	i	-1	0.2
53	CCOc1ccccc1/C=N/NC(=O)C[n+]1ccccc1	-4	-1	0	i	-3	2	-10	i	-7	-3.5
54	CCC(C)NCC(=O)Nc1ccc([N+](=O)[O-])cc1C(=O)Nc1ccccc1F (stereo not drawn)	-2	-33	0	i	3	-2	-4	i	-2	6.4
55	CCN(Cc1ccccc1)S(=O)(=O)c1ccc(C(=O)N(CCCN(C)C)c2nc3c(F)cccc3s2)cc1	3	-15	-1	i	0	0	9	i	2	0.1
56	O=C(NC(=O)N1CCSCC1)c1c(Cl)cccc1Cl	2	-3	18	i	2	1	-13	i	1	-0.4
57	Cc1ccccc1C(=O)Nc1cccc(C(=O)Nc2ccccc2C(=O)O)c1	-3	9	-2	i	1	-2	-8	i	-1	-2.1
58	CC(C)(C)OC(=O)N1CCC(Cc2cc(-c3ccccc3)no2)(C(=O)O)CC1	-1	8	0	i	3	0	-7	i	4	-0.5
59	Cc1ccccc1NC(=O)/C(=C/c1ccco1)c1ccccc1	-1	-4	-1	i	-1	2	-17	i	-1	1.1

# A run of entries of the results above:
nr	Compound	DNMT1 block	SUMO1 PPI mod	NadD block	Rpn11 inh	STEP inh	Rin1 Abl inh	Scp-1 inhibitor	Neddylation inh	CSN inh	LMPTP block
41	O=C(Cc1n[nH]c(=O)c2ccccc12)OCC(=O)N(Cc1ccccc1)Cc1ccccc1	-2	2	-3	i	7	1	-4	i	-1	0.2
42	CC12CCC(C(=O)Nc3nc4ccccc4s3)(OC1=O)C2(C)C (stereo not drawn)	2	-2	-4	i	4	0	-10	i	-5	-1.0
43	Cc1ccsc1C(=O)NN=C1CCCCCC1	1	1	-4	i	-1	0	1	i	-1	1.6
44	O=C(Cc1ccc(Cl)cc1)NCc1nc(-c2ccccc2)no1	0	2	-9	i	0	-3	·	i	-3	-1.2
